BoNT F protease: inhibitors of Botulinum neurotoxin F light chain protease | Multiplex microsphere protease cleavage assay, flow cytometry | inhibition, % at 10 µM | 360,000 compounds, 0.22% hits | AID 588497; in the data active = inhibition above about 35%, passing the limit was not always enough; inconclusive = no clear call, values can overlap the other calls; note: plate controls were buffer without enzyme for full effect and enzyme alone for no effect
Anthrax LF inh2: blocks Bacillus anthracis lethal factor protease. P15917. multiplex microsphere protease cleavage assay, LF. inhibition, % at 10 µM. 360,000 compounds, 0.12% hits. AID 588501; note: plate controls were buffer without enzyme for full effect and enzyme alone for no effect
Target sequence (P15917 whole entry, looked up): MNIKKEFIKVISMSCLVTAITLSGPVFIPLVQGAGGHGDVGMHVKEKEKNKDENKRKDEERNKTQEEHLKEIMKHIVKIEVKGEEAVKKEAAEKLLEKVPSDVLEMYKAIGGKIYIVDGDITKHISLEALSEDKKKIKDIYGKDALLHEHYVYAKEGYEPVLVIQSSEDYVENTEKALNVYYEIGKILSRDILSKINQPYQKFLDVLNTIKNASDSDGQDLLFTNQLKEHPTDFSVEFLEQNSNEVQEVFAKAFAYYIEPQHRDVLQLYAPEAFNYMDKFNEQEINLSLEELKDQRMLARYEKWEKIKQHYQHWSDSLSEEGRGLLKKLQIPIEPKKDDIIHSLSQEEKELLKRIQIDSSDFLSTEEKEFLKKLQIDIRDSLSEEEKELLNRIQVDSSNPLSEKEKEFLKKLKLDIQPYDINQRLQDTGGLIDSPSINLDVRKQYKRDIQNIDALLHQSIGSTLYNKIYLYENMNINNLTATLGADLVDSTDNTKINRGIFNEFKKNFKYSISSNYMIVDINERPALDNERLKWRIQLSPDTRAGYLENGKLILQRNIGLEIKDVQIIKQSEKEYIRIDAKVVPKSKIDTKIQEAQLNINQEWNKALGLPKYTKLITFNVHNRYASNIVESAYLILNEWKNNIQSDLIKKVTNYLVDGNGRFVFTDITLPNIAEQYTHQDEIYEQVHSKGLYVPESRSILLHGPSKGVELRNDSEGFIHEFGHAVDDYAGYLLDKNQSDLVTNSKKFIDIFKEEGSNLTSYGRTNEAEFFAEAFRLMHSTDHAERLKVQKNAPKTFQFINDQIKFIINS
MazF activator: increases E. coli MazEF RNase cleavage of RNA; P0AE70; FAM/BHQ RNA-DNA oligo cleavage fluorescence, 5 h; activation, % at 20 µM; 350,000 compounds, 0.32% hits; AID 504720; in the data active = activation above about 50%
CCHF vOTU inh: blocks the CCHF virus ovarian tumor domain protease; inhibition, % at 11.5 µM; AID 651958; CCHFV vOTU protease, Pep-AMC fluorescence; 370,000 compounds, 0.55% hits; in the data active = inhibition above about 30%; note: 0% = vehicle wells with enzyme and 100% = no enzyme wells
3CLpro inhibitor: SARS-CoV 3CLpro protease inhibition | inhibition, % at 6 µM | 290,000 compounds, 0.14% hits | recombinant SARS-CoV 3CLpro, quenched FRET peptide cleavage; in the data active = inhibition above about 12%
BoNT-A LC inh2: blocks Botulinum neurotoxin A light chain protease; inhibition, % at 10 µM; multiplex microsphere protease substrate cleavage, flow cytometry; 360,000 compounds, 0.17% hits; note: plate controls were buffer without enzyme for full effect and enzyme alone for no effect
Rv3671c protease: Rv3671c (M. tuberculosis) protease inhibition | P9WHR9 | inhibition, % at 5.96 µM | 320,000 compounds, 0.048% hits | AID 2606; in the data active = inhibition above about 38%;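 note: extracellular domain of Rv3671c used as enzyme; 0% = enzyme with DMSO and 100% = no enzyme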
DUSP3 inh: DUSP3 (human) phosphatase inhibition | 290,000 compounds, 0.52% hits | P51452 | recombinant VHR phosphatase, pNPP absorbance | AID 1654 | inhibition, % at 13.3 µM; in the data active = inhibition above about 50%; note: some compounds called inactive have numbers as strong as hits
Target sequence (P51452 whole entry, looked up): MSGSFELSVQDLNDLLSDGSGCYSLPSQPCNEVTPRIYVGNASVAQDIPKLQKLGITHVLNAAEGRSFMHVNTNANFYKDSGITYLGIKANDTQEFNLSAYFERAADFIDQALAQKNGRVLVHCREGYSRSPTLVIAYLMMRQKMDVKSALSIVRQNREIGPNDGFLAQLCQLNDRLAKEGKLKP
PrPC TRFRET: cell surface PrPC inhibition, primary TR-FRET screen | TR-FRET read-out | inhibition, % at 13.8 µM | 370,000 compounds, 0.43% hits; in the data active = inhibition above about 24%; note: 0% = median of the test wells and 100% = reference compound wells
PriA SSB inh: blocks PriA binding to SSB C-terminal tail; AlphaScreen SSBct-PriA binding, biotinylated peptide; inhibition, % at 33 µM; 430,000 compounds, 0.6% hits; AID 1272365; in the data active = inhibition mostly above about 37%, no sharp cut-off; inactive = mostly below about 20%;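 note: plate controls were negative control peptide for no effect and reference peptide for full effect; strong numbers were not always called active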
Numbers without * were called inactive; i = inactive; ? = inconclusive; . = not tested or not shown; & = joins results of further samples. Cut-off read from the data, not from the text of the source, unless noted: active = inhibition above about 30%; inconclusive = no clear call, values can overlap the other calls; inactive = below that. Only part of the results is shown; the hit share may differ from the screen's.

compound,BoNT F protease,Anthrax LF inh2,MazF activator,CCHF vOTU inh,3CLpro inhibitor,BoNT-A LC inh2,Rv3671c protease,DUSP3 inh,PrPC TRFRET,PriA SSB inh
O=C(NC1CCCCC1)C(c1ccccn1)N(C(=O)c1csnn1)c1ccccc1 (centres undefined),28,-5,8,-1,2,-2.3,1,6,5,-7
CCOC(=O)CNC(=O)N1Cc2cc(-c3cccc(F)c3)ccc2-n2nncc2C1,-5,0,.,4,.,0.0,.,.,-3,.
O=C(CCCN1C(=O)/C(=C/c2cccs2)SC1=S)Nc1ccc(C(=O)O)cc1,15,-13,-10,19,1,-1.4,-3,-1,-12,-2
COc1ccc(Cc2nnc(NC(=O)c3cc(OC)c(OC)c(OC)c3)s2)cc1OC,-3,-4,4,-2,7,-1.0,7,2,6,3
CCCCNC(=O)N1CCN(c2ccnc3cc(Cl)ccc23)CC1,-7,17,7,.,-1,0.8,-1,-10,.,-3
Cn1cc(/C=C2\C(=O)NC(=O)N(c3ccccc3)C2=O)c2ccccc21,-23,-19,i,-14,1,2.8,-5,-15,5,-12
Cc1ccc(-c2nc3c(Cl)cc(C(F)(F)F)cn3c2Cc2ccsc2)cc1,-12,1,.,20,.,1.4,.,.,8,.
CCCOc1ccc(CCC(=O)O)cc1,2,3,1,-10,-1,-0.2,6,20,1,-11
O=C(Nc1nonc1-c1ccc(F)cc1)c1ccco1,5,4,10,-15,-2,-0.1,6,-7,-1,1
CCOC(=O)c1cnc2ncnn2c1N,-4,-2,12,6,2,-0.8,4,18,-3,-14
COc1cccc(NC(=O)CN2CCN(CC(=O)Nc3ccccc3Cl)CC2)c1,-13,-15,3,-2,-4,2.0,0,-9,-13,1
Cc1cccc(-n2c(N)cc(=O)nc2SCC(=O)Nc2ccccc2)c1,-1,6,-2,16,-1,0.6,-1,25,0,6
CS(=O)(=O)N(CC(=O)Nc1cccc(Cl)c1Cl)c1ccccc1,-2,4,-6,5,-1,0.3,-4,23,-8,-15
COc1ccc(-n2c(COc3ccc(Cl)cc3)nnc2SCc2ccc(C#N)cc2)cc1,-3,-3,-2,1,7,-0.9,-10,8,-3,-16
COc1ccc(NC(=O)c2ccc(S(=O)(=O)N3CCCC3)cc2)cc1OC,-8,-3,2,-2,.,-3.0,-5,.,4,-1&-1
Cc1ccc(-c2csc(NC(=O)c3ccc(S(=O)(=O)N4CCc5ccccc54)cc3)n2)cc1,1,0,-20,-2,0,-0.5,-61,0,-4,2
O=C(NCc1cccc(Cl)c1)C1Cc2c(-c3ccc(Cl)cc3)ccnc2O1 (centres undefined),2,-2,.,17,.,1.1,.,.,1,.
O=C(Nc1cc(S(=O)(=O)N2CCOCC2)ccc1N1CCCC1)C1CC1,-1,-3,-3,-16,-1,-0.3,-7,7,-3,-9
CCOc1ccc(NC(=O)COC(=O)c2ccc(S(=O)(=O)N3CCOCC3)cc2)cc1,.,.,2,-4,.,.,3,.,-2,-1
CSc1ccc(NC(=O)Nc2ccc(C(=O)NCC(=O)O)cc2)cc1,-8,11,-3,11,1,0.6,.,0,-2,0
Cc1c(N2C(=O)SC(CC(=O)O)C2=O)c(=O)n(-c2ccccc2)n1C (centres undefined),0,-2,0,8,2,-0.7,-2,0,1,-4
COc1cccc(NC(=O)c2cnc(SC)nc2C)c1,-9,-2,-8,0,2,0.3,.,-2,7,-15
Cc1cc(Cl)c(OCCCNC2CCCC2)c(Br)c1,-16,-11,16,-9,-1,-0.7,4,12,4,-2
O=C(Nc1nnc(SCc2ccc(F)cc2)s1)c1ccc2c(c1)C(=O)N(c1ccccc1Cl)C2=O,2,-3,3,-3,0,-0.7,1,19,8,-3
CC(=O)NC1=NN(C(C)=O)C(c2sccc2C)S1 (centres undefined),-3,0,2,0,5,0.3,-4,12,6,-16
O=C(NNC(=O)c1nc(Cl)ccc1Cl)c1ccc(F)cc1,-5,-1,5,-6,0,3.3,-5,24,6,-4
CCC[C@H]1CN(c2ccc(OC)cc2)C(=O)[C@@H]1CC(=O)NC,0,0,7,5,.,0.0,.,.,10,.
COc1ccc(C2CC(=O)Nc3n[nH]c(-c4ccccc4)c32)cc1OC (centres undefined),-1,-1,1,2,5,-0.9,-1,3,-4,7
CCCCCCN1CCN(C2CN(Cc3cn(Cc4cccc(Cl)c4)nn3)S(=O)(=O)C2)CC1 (centres undefined),2,-5,.,17,.,0.1,.,.,-9,.
CCSc1nnc(NC(=O)C(NC(=O)c2ccc(Cl)cc2)C(C)C)s1 (centres undefined),-1,1,-2,5,1,1.1,-3,-2,-4,-6
COCCCC1CCN(C(=O)c2cc(COc3ccc(C)nc3)on2)CC1,8,1,-1,0,-3,0.3,-6,26,6,-20
COc1ccccc1NC(=O)COC(=O)C1CCN(/C=C/C(=O)C(F)(F)F)CC1,0,0,2,4,-4,1.0,0,-2,-6,-4

Entries of single compounds, quoted from the list. Values in the order: BoNT F protease, Anthrax LF inh2, MazF activator, CCHF vOTU inh, 3CLpro inhibitor, BoNT-A LC inh2, Rv3671c protease, DUSP3 inh, PrPC TRFRET, PriA SSB inh
Entry for CCCCCCN1CCN(C2CN(Cc3cn(Cc4cccc(Cl)c4)nn3)S(=O)(=O)C2)CC1 (centres undefined) → 2, -5, ., 17, ., 0.1, ., ., -9, .
Entry for CCSc1nnc(NC(=O)C(NC(=O)c2ccc(Cl)cc2)C(C)C)s1 (centres undefined) → -1, 1, -2, 5, 1, 1.1, -3, -2, -4, -6

Next section:
compound,BoNT F protease,Anthrax LF inh2,MazF activator,CCHF vOTU inh,3CLpro inhibitor,BoNT-A LC inh2,Rv3671c protease,DUSP3 inh,PrPC TRFRET,PriA SSB inh
CCSc1cc(N2CCCC2)nc(-c2ccc(C)cc2)n1,-2,0,-4,-5,2,-0.6,-2,8,7,-10
O=c1c2cc(Br)ccc2[nH]c(=S)n1Cc1ccccn1,3,0,9,-5,0,1.3,-1,1,7,-11
CC(Oc1ccc(F)cc1)C(=O)Nc1ccccc1C(=O)N1CCCCC1 (centres undefined),-5,-1,5,-3,.,0.1,0,.,5,1
N=C1N(/N=C/c2ccccc2)C(=Nc2ccccc2)C(=S)N1c1ccccc1,-2,14,10,9,3,13,4,40,0,.
O=C(c1cccc(S(=O)(=O)N2CCOCC2)c1)N(Cc1ccco1)Cc1cccs1,-4,2,-4,4,.,-0.3,-4,.,5,6
COc1ccccc1NC(=O)c1cc2c(CO)cnc(C)c2oc1=Nc1cccc(C(N)=O)c1,-1,-6,-18,-11,0,-1.0,3,16,0,-9
CCN1C(=O)CC(c2ccccc2)N(C2CCCC2)c2nc(Nc3ccc(C(=O)NC4CCN(C)CC4)cc3OC)ncc21 (centres undefined),-6,-11,-1,.,.,0.4,-6,.,.,6
COc1ccccc1NC(=O)C(NC(=O)c1ccc(C)cc1)c1ccccc1 (centres undefined),-15,15,-16,13,2,-1.8,7,0,-4,-5
O=C(O)c1cc2c(s1)-c1ccccc1CC2,-5,0,1,-67,4,0.0,-1,-7,2,-16
O=C(CN1CCN(S(=O)(=O)c2ccccc2)CC1)Nc1ccc2c(c1)OCO2,-6,0,7,9,1,0.1,-6,26,2,-5
CN(C)/N=C/c1cc([N+](=O)[O-])ccc1O,.,.,-13,-1,1,.,7,45,-10,.
O=C(NCc1ccccc1)c1c[nH]c2ccccc2c1=O,?,9,-2,0,4,-3.0,-11,1,2,-8
Cc1cccc(N(C(=O)c2snc(C(N)=O)c2N)C(C)C(=O)NCC2CCCO2)c1 (centres undefined),-6,0,6,-18,1,-0.9,-1,2,-8,-1
CC1CCCCN1C(=O)CCNS(=O)(=O)c1ccc2c(c1)c(=O)n(C)c(=O)n2C (centres undefined),5,0,3,12,0,0.5,-5,7,-5,4
O=C(c1ccccn1)N1CCN(c2cccc(C(F)(F)F)c2)CC1,-2,-5,2,-11,0,-0.5,2,0,4,-5
O=C(COC(=O)C1=COCCO1)NC(=O)c1ccc(OC(F)F)cc1,-6,12,-1,-7,2,0.3,5,33,-2,-10
O=C(Cn1c(-c2cscn2)nc2ccccc21)Nc1ccccc1F,28,3,2,-6,3,3.2,-1,41,6,2
CN(CC(=O)N1CCCCC1)S(=O)(=O)c1cccc2cccnc12,-83,-19,2,0,1,-9.8,10,-9,4,-18
O=C1OCCC1Sc1ncnc2sccc12 (centres undefined),-9,-3,3,12,-2,0.5,-4,12,31*,-8
COCCNC(=O)COc1ccccc1C,0,-2,5,2,4,0.1,0,21,4,-15
C=CCOCCN(CCOCC=C)C1=NS(=O)(=O)c2ccccc21,-4,-2,3,-5,1,-0.7,10,34,13,-5
O=C(CSc1ccc2nnc(-c3ccccn3)n2n1)N1CCOCC1,-4,-3,2,-10,0,-1.0,9,23,5,8
NC(=O)Cc1nc(-c2ccc(Br)cc2)cs1,-3,-1,0,-1,6,-0.2,0,-4,5,4
Cc1cnc(C(=O)OCC(=O)N(Cc2ccccc2)C(C)(C)C)cn1,-6,2,4,-14,.,-0.1,1,.,2,-7
CCOC(=O)C(C)(C)C(=O)C(C)(C)C(O)c1ccccn1 (centres undefined),6,2,2,-6,0,0.5,8,21,-1,0
CCOC(=O)c1sc(NC(=O)Cc2ccccc2OC)nc1C,.,.,3,4,-3,.,1,20,4,-18
Cc1ccc(OCc2nnc(SC3CCc4ccccc4C3=O)n2C)cc1 (centres undefined),-4,4,8,9,-4,-0.3,2,13,-3,-7
Cc1cccn2c(CN3CCCC(c4ccccc4)C3)c(C(=O)N3CCOCC3)nc12 (centres undefined),0,1,4,-15,-3,0.1,7,35,-6,5
CC1=C(C(=O)Nc2ccccc2)C(c2ccc(N(C)C)cc2)NC(=O)N1 (centres undefined),?,6,2,10,-6,3.2,-5,-6,5,-4
COc1ccc(OC)c(S(=O)(=O)NCCS(=O)(=O)N2CCN(c3ccccc3)CC2)c1,8,9,-1,7,3,8.5,-6,-12,1,-7
CCOC(=O)C1(Cc2ccccc2C(F)(F)F)CCN(C2CCSC2)CC1 (centres undefined),2,-2,3,0,3,-0.1,-6,4,5,-1
CCN(CC)S(=O)(=O)c1ccc2oc(SCC3CN=C(c4ccc(OC)cc4)S3)nc2c1 (centres undefined),5,-5,-9,8,5,-0.3,-6,-2,-1,0
CCCCOc1ccc(C(CC(=O)NC)C(=O)O)cc1 (centres undefined),-7,-17,0,5,2,-0.2,-8,4,-1,0
Cc1cccc(C(=O)OCC(=O)N2CCCCCC2)c1C,0,5,-2,10,.,-0.5,4,.,5,-7
Cc1ccc2c(c1)N(CC(=O)Nc1ccccc1F)C(=O)C(C)O2 (centres undefined),19,-2,3,-4,.,0.5,.,.,5,2
COc1cccc(-c2ncc3ccccc3c2COC(=O)CCCC(=O)O)c1,0,-5,0,11,.,-0.3,6,.,-1,-7
O=C(Cc1n[nH]c(=O)[nH]c1=O)N/N=C/c1cccc(Cl)c1,2,-2,3,-7,-4,0.9,3,9,3,.
CN(C)c1ccc(/C=[N+](\[O-])C2SC(=S)N(C)C2(C)C)cc1 (centres undefined),9,-1,2,7,-3,1.5,3,17,0,-8
Cc1cccc(CN2[C@H](COCc3ccccc3)C=CS2(=O)=O)c1,2,-13,.,1,.,0.1,.,.,-1,.
CCCSc1nsc(NC(=O)c2cccnc2OCC)n1,-3,1,-2,-1,2,-0.3,-2,2,-5,-9
Cc1cccc(Nc2ccc([N+](=O)[O-])cc2C(=O)O)c1,-11,2,-1,6,3,0.8,-9,-7,5,10
CC1(C)Cc2ccccc2/C(=C/C(=O)c2ccccc2)N1,10,7,2,18,-1,-1.9,-11,-1,-4,.
O=C(CCc1c[nH]c2ccccc12)Nc1ccc(S(=O)(=O)Nc2ncccn2)cc1,-2,2,3,11,3,-0.1,-5,10,5,-11

Screens from PubChem BioAssay.
